Hsp70 displacement – Hsp70 inhibitors, probe displacement, primary screen, biochemical, fluorescence polarization (AID 583) | actives 0.06% (n = 140,000) | displacement, % at 20 µM; hits with a dose series show IC50 in µM | Hsp70 fluorescence polarization probe displacement, mP; higher % means a stronger effect; in the data active = displacement above about 50%;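 note: plate controls were vehicle for no effect and reference ligand for full effect; a part of the inactive calls stands beside numbers as strong as those of hits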
Rat MKP-3 inhibitors – MKP-3 phosphatase inhibitors, primary screen, biochemical, rat enzyme, in vitro (AID 425); recombinant MKP-3 phosphatase activity, fluorescence; higher % means a stronger effect; actives 0.17% (n = 110,000); inhibition, % at 20 µM; hits with a dose series show IC50 in µM; in the data active = inhibition above about 50%;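 note: plate controls were vehicle for no effect and reference inhibitor for full effect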
* marks the source's active call; other numbers are inactive results; x = no result given; & = joins results of further samples.

item	canonical_smiles	Hsp70 displacement	Rat MKP-3 inhibitors
1	CC(C)c1[nH]c(=O)c(C#N)c2c1COC(C)(C)C2	-1.0%	x
2	COc1ccc(C(=O)Nc2sc3c(c2C#N)CCCCC3)cc1	1.8%	0.6%
3	COc1ccc(CCNC(=O)CC(NS(=O)(=O)c2ccc(NC(C)=O)cc2)C(C)C)cc1OC (stereo not given)	1.4%	0.9%
4	COc1cc(NC(=O)CCc2ccccc2)cc(OC)c1	0.3%	4.1%
5	CCCCN1C(=O)CC(Nc2ccc(CC)cc2)C1=O (stereo not given)	0.5%	-6.7%
6	COC(=O)c1cc(=O)[nH]c(Nc2nc3ccccc3o2)n1	2.0%	-0.8%
7	CCOC(=O)c1nc2ccccc2[nH]c1=O	2.5%	5.1%
8	S=c1[nH]nc(-c2ccncc2)n1Cc1ccco1	-4.6%	-9.4%
9	COc1ccc(CCNS(=O)(=O)c2ccc(S(=O)(=O)N3CCCC3)cc2)cc1OC	-0.6%	-5.0%
10	CCOC(=O)c1c(N)nn(C(C)=O)c1-c1ccccc1	1.0%	5.4%
11	CCOC(=O)Cn1c(=O)oc2cc(S(=O)(=O)Nc3cc(Cl)ccc3OC)ccc21	x	-1.9%
12	CSCSC1=C(C#N)C(c2ccc(Cl)cc2)C(C(C)=O)=C(C)N1 (stereo not given)	2.4%	-10.0%
13	COc1ccc(OC)c(NC(=O)COC(=O)c2ccc(S(=O)(=O)N3CCOCC3)cc2)c1	-1.3%	2.7%
14	CN(Cc1c(F)cccc1Cl)c1ccc(S(=O)(=O)N2CCOCC2)cn1	2.2%	-2.5%
15	CCOCCOC(=O)c1cccc(NC(=O)Cc2ccccc2)c1	-4.0%	2.2%
16	CC(C)(C)CC(C)(C)NC(=O)c1ccc2nccnc2c1	2.7%	-3.6%
17	Cc1ccc(C(=O)COc2cc(OCC(=O)c3ccc(C)cc3)c3c(C)cc(=O)oc3c2)cc1	3.6%	18.4%
18	O=S(=O)(CCc1ccccc1)N1CCOCC1	4.2%	-4.9%
19	COc1ccc(CNC(=O)COC(=O)c2cc(-c3cccs3)nc3ccccc23)cc1OC	0.6%	x
20	COn1c(SCC(N)=O)nc2ccccc2c1=O	2.6%	-19.7%
21	O=C1CSC(=Nc2ccc(O)cc2)N1c1ccc(O)cc1	1.2%	-8.3%
22	Clc1ccccc1OCCCCCN1CCCC1	2.7%	1.9%
23	O=C(CCn1c(=O)[nH]c2ccccc2c1=O)N1CCN(c2cccc(C(F)(F)F)c2)CC1	-2.8%	-2.3%
24	CC12CCC(=O)N1C(C(=O)O)Cc1c2[nH]c2ccccc12 (stereo not given)	-0.6%	-0.8%
25	Cc1cc(C(=O)Nc2nc3c(C)cccc3s2)c(C)o1	3.2%	x
26	COc1ccc(CN(C(=O)CSc2nnc(-c3ccc(F)cc3)o2)c2ccc(F)cc2)cc1	0.4%	-4.1%
27	O=C(CN(c1ccc(Br)cc1)S(=O)(=O)c1ccccc1)NCCSc1nc2ccccc2s1	5.6%	-1.3%
28	Cc1ccc(-c2ccc(OCC(=O)Nc3cc(Cl)ccc3C)cc2)cc1	-1.8%	3.6%
29	COc1ccc(S(=O)(=O)NCCC(C)C)cc1OC	-2.4%	-7.9%
30	COc1ccc(CCN2C(=O)CSC2c2ccc(Cl)cc2)cc1OC (stereo not given)	-9.3%	2.4%
31	CC1=C(C(=O)Nc2ccccc2C)C(c2ccccc2)NC(=O)N1 (stereo not given)	2.1%	-2.9%
32	CC(C)Cc1nc2oc3c(Cl)ncnc3c2c2c1CCC2	0.3%	x
33	CC1Cn2c(nnc2-c2ccccc2O)S1 (stereo not given)	0.2%	-4.3%
34	Cc1cc2nc(-c3cc(NC(=O)c4cc5ccccc5o4)ccc3O)oc2cc1C	-4.7%	0.6%
35	Cc1sc(NC(=O)c2cc(-c3cccs3)nc3ccccc23)c(C(N)=O)c1C	3.7%	5.2%
36	CCCOc1ccccc1C(=O)N(Cc1cccs1)C1CCS(=O)(=O)C1 (stereo not given)	x	-4.6%
37	O=C(CCN1C(=O)c2ccccc2C1=O)Nc1ccccc1C(=O)N1CCOCC1	x	1.0%
38	CC1Oc2ccccc2N(Cc2ccccc2F)C1=O (stereo not given)	-2.7%	-2.5%
39	COc1ccccc1OCCNC(=O)C(c1ccccc1)c1ccccc1	0.7%	-1.4%
40	COc1ccc(C(NC(=O)c2ccccc2F)c2ccc(OC)c(OC)c2)cc1OC	3.5%	0.9%
41	NC(=O)c1ccc(C(=O)c2ccc(N)cc2)cc1N	5.8%	0.5%
42	COc1ccc(F)cc1S(=O)(=O)N1CCCN(S(=O)(=O)c2cc(F)ccc2OC)CC1	3.4%	1.8%
43	CN(C)CCNC(=O)COc1cccc(Cl)c1	-2.1%	-11.3%
44	Clc1cccc(CN2CCN(C3CCN(Cc4ccccc4)CC3)CC2)c1	-0.9%	3.6%
45	C/C=N/Nc1nnc2c(n1)[nH]c1ccccc12	-3.2%	-0.2%
46	Cc1ccccc1-c1nc(CS(=O)(=O)CC(=O)N2CCc3ccccc3C2)c(C)o1	1.8%	6.3%
47	O=C(c1ccc2c(=O)n(C3CCCC3)c(=S)[nH]c2c1)N1CCN(C2CCCCC2)CC1	1.1%	4.0%
48	COc1ccc(N=C(C)c2cc(Cl)ccc2O)cc1	-0.5%	-1.5%
49	CCC(=O)Nc1c2c(nn1-c1cccc(Cl)c1)CSC2	1.0%	-10.6%
50	Cc1cccc(NCc2nc3ccccc3n2C)c1	0.0%	x
51	COC(=O)c1cc(C(=O)NCc2ccccc2OC)cc([N+](=O)[O-])c1	0.4%	-3.6%
52	CCOC(=O)c1cnn(-c2ncnc3sc4c(c23)CCC4)c1N	8.0%	-4.9%
53	CCCS(=O)(=O)c1c(S(=O)(=O)CCC)c2ccccn2c1C(=O)c1ccc([N+](=O)[O-])cc1	-0.9%	1.4%
54	Cc1ccc(NC(=O)C(F)(F)F)cc1C	-0.5%	3.1%
55	O=C(NC1CCCC1)c1csc2c1CCCC2	5.2%	2.6%
56	COc1ccccc1-c1nnc(SCC(=O)Nc2ccccc2)o1	0.2%	3.7%
57	Cc1noc(NS(=O)(=O)c2ccc(NC(=O)CSc3nc4ccccc4[nH]3)cc2)c1C	0.1%	-6.0%
58	Cc1cc(Cl)ccc1OC(C)C(=O)NCC1CCCO1 (stereo not given)	-1.6%	1.0%
59	Cc1ccc(C(=O)N2N=C(c3ccncc3)CC2(O)C(F)(F)F)cc1 (stereo not given)	-0.9%	1.7%
60	Cc1noc(C)c1S(=O)(=O)N1CCN(C(c2ccccc2)c2ccc(Cl)cc2)CC1 (stereo not given)	3.4%	-5.5%

Other entries:
item	canonical_smiles	Hsp70 displacement	Rat MKP-3 inhibitors
61	CCOC(=O)c1sc(NC(=O)C2CC3CCC2C3)c(C(=O)OCC)c1C (stereo not given)	0.9%	4.3%
62	COc1ccc(N2CCN(C3CC(=O)N(c4ccc5c(c4)OCCO5)C3=O)CC2)cc1 (stereo not given)	2.0%	-10.0%
63	Fc1ccc(CSc2nnc(-c3cnccn3)n2Cc2ccco2)cc1	0.6%	-1.7%
64	Cc1ccc(C(=O)NCc2ccc3c(c2)OCO3)cc1S(=O)(=O)N1CCCCC1	1.9%	-6.0%
65	CCOc1ccc(S(=O)(=O)Nc2ccccc2OC)cc1	-2.4%	-0.7%
66	CCC(=O)N(Cc1cc2ccc(C)cc2n2nnnc12)C1CCCCC1	2.9%	x
67	COCCOC(=O)c1c(NC(=O)CN2CCOCC2)sc(C(N)=O)c1C	-2.1%	-5.8%
68	CCn1cnc2cc(NCc3cccc(OC)c3O)ccc21	2.4%	-7.7%
69	COC(=O)c1ccc(Oc2ccc3nnc(C)n3n2)cc1	-0.3%	-10.2%
70	COc1ccc(NC(=O)c2ccc(N(C)S(=O)(=O)c3ccccc3)cc2)cc1OC	1.2%	-1.2%
71	CCOC(=O)Nc1sc2c(c1C(N)=O)CCC(C)C2 (stereo not given)	2.2%	0.0%
72	Cc1ccc(OCC(=O)Nc2ccc3oc(-c4ccc(F)cc4)nc3c2)cc1C	0.0%	2.8%
73	CS(=O)(=O)N(CCc1ccccc1)CC(=O)N1CCCCC1	3.4%	-8.0%
74	CCOC(=O)C1=C(C)OC(N)=C(C(=O)OCC)C1c1ccc([N+](=O)[O-])cc1 (stereo not given)	3.5%	-0.5%
75	CC(=O)c1cccc(NC(=O)c2c(F)c(F)c(F)c(F)c2F)c1	-2.4%	3.4%
76	Cc1cccc(NC(=O)/C(C#N)=C\c2ccc(Sc3ccccc3)o2)c1C	3.5%	1.1%
77	COc1ccc(/C=C2\SC(=O)N(CCC(=O)N3CCOCC3)C2=O)cc1OC	-3.2%	2.2%
78	O=C(N1CCOCC1)N1CCCN(C(=O)N2CCOCC2)CC1	2.5%	-9.1%
79	NC(=S)N/N=C/c1ccc(-c2cccc(Cl)c2Cl)o1	-0.3%	1.7%
80	CCOC(=O)C(CCCOc1ccc(C(C)CC)cc1)C(=O)OCC (stereo not given)	7.7%	x
81	O=C(CSc1nnnn1-c1cccc2c1CCCC2)N1CCCCC1	-6.0%	x
82	Cc1cccc(NC(=O)Nc2cccc(Oc3c(F)c(F)c(F)c(F)c3F)c2)c1	1.4%	x
83	CCCc1nc2ccccc2n1C(=O)/C=C\C(=O)O	-3.7%	-0.2%
84	O=C(O)c1sccc1Oc1ccc(F)cc1[N+](=O)[O-]	5.5%	x
85	CNC(=O)c1cc2c(s1)CCCCCC2	0.6%	-15.9%
86	CCOC(=O)c1ccc(NC(=O)CCc2c(C)nc3ncnn3c2C)cc1	4.3%	-4.9%
87	Cc1ccc2cc(S(=O)(=O)N=Nc3c(O)[nH]c4ccc([N+](=O)[O-])cc34)ccc2c1	-4.3%	3.9%
88	C=CCn1c(=O)c2c(nc(Br)n2Cc2ccccc2Cl)n(C)c1=O	0.3%	x
89	O=C(C(c1ccccc1)c1ccccc1)N1CCCc2ccccc21	3.8%	x
90	CC1Cc2cc(/C(O)=C3/C(=O)C(=O)N(CCN4CCOCC4)C3c3cccc(Cl)c3)ccc2O1 (stereo not given)	0.2%	-14.4%

Two successive records from above, for reference:
item	canonical_smiles	Hsp70 displacement	Rat MKP-3 inhibitors
89	O=C(C(c1ccccc1)c1ccccc1)N1CCCc2ccccc21	3.8%	x
90	CC1Cc2cc(/C(O)=C3/C(=O)C(=O)N(CCN4CCOCC4)C3c3cccc(Cl)c3)ccc2O1 (stereo not given)	0.2%	-14.4%

The results go on.
item	canonical_smiles	Hsp70 displacement	Rat MKP-3 inhibitors
91	C=CCN(C(=O)Cn1nnc2ccccc21)C(C(=O)NCCOC)c1ccc(OC)cc1OC (stereo not given)	5.0%	-2.1%
92	CC1CC(C)CN(CCCNC(=O)c2ccc(CS(=O)(=O)Cc3ccccc3F)o2)C1 (stereo not given)	-4.5%	8.0%
93	CCOC(=O)C1CCN(C(=O)COc2ccc(S(=O)(=O)NC(C)C)cc2Cl)CC1	2.7%	-5.5%
94	CCOc1ccc(N(CC(=O)Nc2ccc(OC)cc2OC)S(=O)(=O)c2ccc(SC)cc2)cc1	2.0%	0.5%
95	C=CCn1c(/C=C(/OC(=O)c2ccccc2)c2ccccc2)nc2ccccc21	-1.1%	0.1%
96	CCOc1ccc(-c2cc(CCCC(=O)NCCCOC)no2)cc1	3.5%	6.5%
97	Cc1ccccc1NCN1C(=O)C2C3C=CC(C3)C2C1=O (stereo not given)	2.0%	-8.0%
98	CC(=O)Nc1ccc(Nc2c3c(c(C#N)c4nc5ccccc5n24)CCC3)cc1	-1.0%	4.6%
99	COCCCNC(=O)/C(=C\c1ccc(-c2ccc(Cl)cc2)o1)NC(=O)c1ccc(C)cc1	0.2%	1.7%
100	CCOC(=O)c1ccccc1NC(=O)c1cc(S(=O)(=O)N2CCOCC2)ccc1F	-4.5%	-5.5%
101	CCOc1ccc(N2C(=O)/C(=C/c3cccc4ccccc34)SC2=S)cc1	2.6%	-2.2%
102	Cc1csc(NC(=O)c2ccc([N+](=O)[O-])cc2Cl)n1	5.8%	0.4%
103	Cc1cc2cc(CN3C(=O)c4ccccc4C3=O)ccc2[nH]1	1.7%	x
104	O=C(Nc1ccccc1Cl)C1CCCN(S(=O)(=O)c2ccc(F)cc2)C1 (stereo not given)	4.5%	x
105	O=C(c1ccncc1)N1CCN(Cc2ccccc2C(F)(F)F)CC1	-5.6%	2.8%
106	Cc1nn(C(CC(=O)O)C(=O)O)c(C)c1Br (stereo not given)	0.4%	x
107	CC1Cc2ccccc2N1S(=O)(=O)c1cnc[nH]1 (stereo not given)	4.3%	9.7%
108	Cc1cc(C(F)(F)F)nc(Nc2nc(C)c3ccccc3n2)n1	1.4%	-4.0%
109	NC(=O)C1(N2CCCCC2)CCN(C(=O)c2ccccc2)CC1	-0.3%	-4.5%
110	N#CC1=C(N)SC(N)=C(C#N)C1c1ccc(Cl)cc1	6.5%	0.1%
111	CNc1c([N+](=O)[O-])cnc2c1c(=N)nc1ccccn12	0.8%	3.9%
112	COc1cccc(C2NC(=O)NC(C)=C2C(=O)Nc2ccc(C)cc2)c1OC (stereo not given)	2.0%&3.1%	-14.5%&0.2%
113	Cc1ccc(N=Cc2ccccc2OCc2ccccc2)cc1C	1.6%	2.4%
114	CCCN(CCC)CCCOC(=O)c1ccc(Cl)cc1Cl	-0.8%	x
115	CC(=O)N1CCc2cc(S(=O)(=O)NC(Cc3ccccc3)C(=O)NC3CCCCCC3)ccc21 (stereo not given)	1.9%	x
116	CCc1cc(=O)oc2cc(C)cc(OCC(=O)c3ccccc3)c12	1.4%	4.8%
117	C=CCN1C(=O)/C(=C\c2cc(Cl)c(O)c(Cl)c2)C(=O)NC1=S	5.5%	1.7%

Full records, quoted from the list. Screens in order: Hsp70 displacement, Rat MKP-3 inhibitors
CCn1cnc2cc(NCc3cccc(OC)c3O)ccc21 is listed as 2.4%, -7.7%
COc1ccc(N=C(C)c2cc(Cl)ccc2O)cc1 is listed as -0.5%, -1.5%

The list is partial; count on the stated rates, not on these rows.
